# Screening data (PubChem BioAssay)
# NPC1 prom act – activators of NPC1 promoter | AID 485313 | 2.4% of 320,000 active | Potency, µM (series often up to 9.22 µM), for the others: top-dose activation, most hits filed as activators | Huh7 NPC1 promoter luciferase reporter, 24 h;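 note: % of control where 0% means no effect; nearly all actives have a fitted effect of over 60% in size; reporter is driven by a mutant NPC1 promoter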
#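 Luminescence from an NPC1 promoter-driven luciferase reporter in stably transfected Huh7 cells was measured after 24 h compound treatment at 37 °C, followed by 10 min ambient incubation with luciferase detection reagent.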
# ELG1 genotoxic – inducers of genotoxicity in HEK293T ELG1-luciferase cells | AID 504466 | HEK293T ELG1-luciferase reporter, luminescence, 16 h | Potency, µM (titrated, usually from 46 µM), without a hit: at the highest dose activity change, positive = activation, most hits filed as activators | 1.3% of 330,000 active; note: % of control where 0% means no effect; nearly all actives have a fitted effect of over 60% in size
#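 Reporter readout depends on ELG1 protein level, which increases with genetic stress. After 16 hr compound exposure at 37 °C, luciferase activity was quantified using ONE-Glo.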
# Rab9 promoter act – activators of Rab9 promoter; Huh7 Rab9 promoter-luciferase reporter, luminescence, 24 h; Potency, µM (doses to about 9.22 µM), for the others: top-dose activation, negative = inhibition, most hits filed as activators; 2.8% of 320,000 active; AID 485297; note: % of control where 0% means no effect; nearly all actives have a fitted effect of over 60% in size
#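 Promoter activation is measured as luciferase luminescence in Huh7 cells stably transfected with a Rab9 promoter–luciferase construct, following 24 h compound exposure at 37 °C and 10 min reagent incubation at ambient temperature.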
# Gal4-VP16 FLuc – counter-screen for ROR gamma inhibitors: Gal4-VP16 reporter. Drosophila S2 Gal4-VP16 UAS-luciferase, luminescence, 20 h. Potency, µM (titrated, usually from 53.6 µM), for the others: at the highest dose activity, negative = inhibition, usual class: inhibitors. 3.5% of 310,000 active. AID 2546;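 note: Gal4-VP16 expression switched on by copper sulfate through the metallothionein promoter; % is set by controls: 0 for no effect and ±100 for the full control effect; nearly all actives have a fitted effect of over 50% in size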
# RORgamma inh – ROR gamma (mouse) transcription inhibition. AID 2551. 5.4% of 310,000 active. Potency, µM (titrated, usually from 53.6 µM), inactives show at the top dose activity change, negative = inhibition, usual class: inhibitors. Drosophila S2 Gal4-RORgamma UAS-luciferase reporter, 20 h; note: % is set by controls: 0 for no effect and ±100 for the full control effect; nearly all actives have a fitted effect of over 60% in size
# Target sequence (P51450 whole entry, looked up, the tested form may be a part): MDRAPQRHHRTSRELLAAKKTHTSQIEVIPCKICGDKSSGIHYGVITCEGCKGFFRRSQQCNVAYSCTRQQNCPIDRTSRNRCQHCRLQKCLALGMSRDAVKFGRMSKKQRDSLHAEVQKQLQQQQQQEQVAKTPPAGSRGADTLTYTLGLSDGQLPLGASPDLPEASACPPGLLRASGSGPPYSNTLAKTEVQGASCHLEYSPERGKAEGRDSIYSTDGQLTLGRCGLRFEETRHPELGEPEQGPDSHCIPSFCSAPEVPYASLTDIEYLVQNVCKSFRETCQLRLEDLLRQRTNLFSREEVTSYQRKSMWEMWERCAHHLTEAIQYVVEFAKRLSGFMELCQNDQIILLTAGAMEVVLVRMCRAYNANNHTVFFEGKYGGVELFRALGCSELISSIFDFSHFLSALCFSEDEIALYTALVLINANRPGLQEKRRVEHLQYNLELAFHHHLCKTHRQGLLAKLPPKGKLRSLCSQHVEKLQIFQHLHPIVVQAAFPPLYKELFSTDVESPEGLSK
#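 Drosophila Schneider cells stably carrying a metallothionein-driven Gal4 DBD–ROR gamma fusion and a UAS-Photinus luciferase reporter were exposed to compound for 1 hr, then induced with copper sulfate (700 uM final) for 20 hr at ambient temperature before luminescence reading.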
# p53 reactivation – mutant p53 re-activation in reporter cells | H1299 p53-A138V BP100-luciferase reporter, luminescence, 24 h | Potency, µM (titrated, usually from 92.2 µM), for the others: top-dose activity change, positive = activation, most hits filed as activators | 0.063% of 320,000 active | AID 504706; note: % of control where 0% means no effect; nearly all actives have a fitted effect of over 45% in size
#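 p53-null H1299 cells stably carrying temperature-sensitive p53-A138V and a BP100-luciferase reporter were pinned with compounds (4-point, 1:5 series) and held 24 hrs at 37 deg C. Luminescence was read 10 min after detection reagent.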
# BRCA1 expr act – increases BRCA1 expression; Potency, µM (titrated, usually from 46.1 µM), inactives show at the top dose activation, usual class: activators; 1.1% of 380,000 active; MCF7-BRCA1-FFLuc reporter, luminescence, 48 h; response scale: scaled: vehicle 0%, 10 µM genistein 100%; AID 624202; note: nearly all actives have a fitted effect of over 80% in size; some results filed as inactive show a strong effect at the top dose
#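 Using MCF7 cells harboring a BRCA1 firefly luciferase reporter, plated 2 h before compound pinning, the screen measured luminescence after 48 h incubation. Responses were normalized to DMSO and 10 microM genistein, then fitted for concentration-effect.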
# uPA generation – blocks generation of uPA at the cell surface | 0.31% of 330,000 active | cell surface uPA generation assay, qHTS | AID 540303 | Potency, µM (doses to about 38.3 µM), inactives show at the highest dose activity change, negative = inhibition, hits mostly inhibitors; active = well fitted inhibition curve with a large enough effect; inconclusive = small, poorly fitted or top-dose-only effect; inactive = no such curve, though single readings can be large or run the other way; tested in mouse RAW 264.7 cells; note: % is set by controls: 0 for no effect and ±100 for the full control effect; nearly all actives have a fitted effect of over 55% in size
# FLuc modulator – firefly luciferase modulation, counter-screen for miR-21 project; P08659; purified FLuc, Km substrates, luminescence inhibition; Potency, µM (doses to about 57.5 µM), for inactives: at the top dose activity change, negative = inhibition, most hits filed as inhibitors; 6.9% of 360,000 active;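 note: plate controls were vehicle for no effect and reference inhibitor for full effect; nearly all actives have a fitted effect of over 55% in size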
#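 Purified P. pyralis luciferase, 10 nM final, with Km-level 10 uM D-luciferin and 10 uM ATP in 50 mM Tris acetate pH 7.5, 10 mM Mg acetate, 0.01% Tween-20, 0.05% BSA; 6-point qHTS titration about 60 µM downward; luminescence read.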
# MBNL1 CUG block – MBNL1-poly(CUG) RNA binding inhibition. Potency, µM (highest dose often 57.5 µM), inactives show at the highest dose activity change, negative = inhibition, most hits filed as inhibitors. TR-FRET MBNL1-His/biotin-(CUG)12 binding, 665/545 ratio. AID 2675. 0.036% of 280,000 active; active = well fitted inhibition curve with a large enough effect in the signal ratio, with a control signal flat, not every such curve was filed as active; inconclusive = small, poorly fitted or top-dose-only effect, or effect the other way, or a change in a side signal; inactive = no such curve, though single readings can be large or run the other way; the % refers to the signal ratio; note: % is set by controls: 0 for no effect and ±100 for the full control effect
# Target sequence (Q9NR56 whole entry, looked up): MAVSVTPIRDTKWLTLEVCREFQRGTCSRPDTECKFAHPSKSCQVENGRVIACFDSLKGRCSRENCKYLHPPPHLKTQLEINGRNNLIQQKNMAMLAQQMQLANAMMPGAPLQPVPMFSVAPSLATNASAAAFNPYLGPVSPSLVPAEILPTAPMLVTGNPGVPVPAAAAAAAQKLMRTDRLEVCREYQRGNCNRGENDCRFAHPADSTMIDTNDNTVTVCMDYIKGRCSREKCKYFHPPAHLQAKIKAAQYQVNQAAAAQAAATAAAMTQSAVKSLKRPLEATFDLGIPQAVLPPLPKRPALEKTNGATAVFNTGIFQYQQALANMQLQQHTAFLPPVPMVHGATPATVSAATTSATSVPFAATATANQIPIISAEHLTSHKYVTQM
#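 Compound titration spanned 92 nM–58 uM against the MBNL1-His/biotin-(CUG)12 complex. After 60 min at room temperature with 5 nM streptavidin-XL665 and 0.055 ng/ul terbium anti-His, ratiometric 665/545 nm emission (Ex 340 nm) normalized to controls.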
# * marks the source's active call; other numbers are inactive results; ? = inconclusive; / = no result given; & = joins results of further samples; [ ] = dose if it differs, or a comment. Unless noted, calls come from the whole dose curve; as a rule, active = well fitted curve in the direction sought with a large enough effect; inconclusive = small, poorly fitted or top-dose-only effect, or another doubt; inactive = no such curve, though single readings can be large; an effect the other way counts as inactive or inconclusive. Potency is the fitted concentration of half-maximal effect.
SMILES,NPC1 prom act,ELG1 genotoxic,Rab9 promoter act,Gal4-VP16 FLuc,RORgamma inh,p53 reactivation,BRCA1 expr act,uPA generation,FLuc modulator,MBNL1 CUG block
O=c1[nH]c(-c2cccnc2)nc2sc(-c3ccccc3)cc12,-23%,?,26%,0%,20%,1%,-1%,?,4.8µM*,0%
COc1ccc(NC(=O)c2ccccc2NS(=O)(=O)c2ccc(C)cc2)c([N+](=O)[O-])c1,-5%,-2%,3%,-4%,?,-8%,-30%,1%,-9%,4%
Cn1nccc1C(=O)OCC(=O)Nc1ccccc1Cl,0%,4%,10%,1%,9%,5%,-8%,0%,-6%,0%
O=C(/C=C/Nc1ccc(F)cc1)c1ccc(Oc2ncccn2)cc1,17%,0%,?,?,?,-2%,54%,0%,?,6%
Cc1cc(C)c(OCCCCN(C)Cc2ccccc2)c(C)c1,-2%,-13%,2%,-5%,19%[1.91 µM],10%,-34%,-2%,0%,-1%
CCOc1ccc(NC(=S)N(CC)Cc2ccccc2)cc1,7%,3%,5%,0%,14µM*,1%,/,/,-10%,1%
COC(=O)CS(=O)(=O)c1cccc2cccnc12,-1%,0%,-2%,-1%[10 µM],3%,-4%,-2%,-2%,0%,0%
CCc1cccc(NC(=O)c2cccc3c2C(=O)N(C2CCCCC2)C3)c1,-1%,-2%,-5%,6%,-12%,15%,-39%&10%,3%,4%&-2%,-1%
O=C(O)c1ccccc1-n1c(-c2ccccc2)cc2c1CCCC2=O,-1%,1%,10%,5%,7%,-3%,0%,8%,0%,13%
O=C(CCCN1C(=O)/C(=C\c2cccs2)SC1=S)Nc1ccccn1,-5%,-10%,-11%,?,?,6%,-57%,-4%,-4%,9%
CCCCN1C(=O)NC(NC(C)=O)(C(F)(F)F)C1=O (stereo not given),-3%,-1%,?,-1%,-2%,-2%,-6%,0%,-2%[2.3 µM],-1%
O=C(Nc1nnc(SCc2cccnc2)s1)C1CC(=O)N(c2ccccc2)C1 (stereo not given),-3%,3%,14%,-8%,-12%,-12%,-3%,2%,-2%,-9%
O=C(NCC1CCCO1)C(c1cccs1)N(C(=O)Cn1nnc(-c2cccs2)n1)C1CCCC1 (stereo not given),-1%,4%,3%,-4%,15%,-4%,24%,-6%,3%,-7%
Cc1c(CN(C)C)c2c(n1Cc1ccccc1)C(=O)c1ccccc1-2,-4%,-8%,0%,5%,-31%,-4%,-27%,-7%,3%,?
CC(=O)/C(=N\Nc1ccccc1)Sc1cccc2cccnc12,2%,-1%,-1%,?,14µM*,-2%,-31%,-3%,6%,/
Cc1ccc(NC(=O)CN(C)C(=O)c2cc(-c3cccs3)nn2-c2ccccc2)cc1,-2%,-3%,-1%,/,/,-5%,-2%,8%,8%,/
O=C(COC(=O)C1=NNC(=O)CC1)NCCc1ccccc1,0%,8%,-3%,/,/,6%,1%,3%,?,/
CCN1CCN(CC(=O)c2ccc(OC)cc2)CC1,-3%,0%,-1%,1%,1%,1%,10%,-6%,-2%,/
CC1=C(C)CC(C(=O)N2CCN(C/C=C/c3ccccc3)CC2)C(C(=O)O)C1 (stereo not given),1%,-2%,7%,-1%,-1%,-1%,-5%,-2%,5%,-5%
Cc1ccc2nc(N(CCCN(C)C)C(=O)c3sc4ccccc4c3Cl)sc2c1,2%,13%,5%,-16%,?,-5%,-38%,-11%,?,17%
COc1cccc(SCC2CSc3nc4ccccc4c(=O)n32)c1 (stereo not given),-1%,-1%,-4%,-1%,18%,5%,-4%,-8%,-3%,-4%
COc1cccc(/C=N/Nc2nn3cnnc3c3ccccc23)c1O,-16%,0%,-22%,2.8µM*,1.4µM*,3%,-53%,-9%,-6%,12%
O=C(CN(C1CCCCC1)S(=O)(=O)c1ccc(Cl)cc1)NCCCO,0%,0%,-4%,0%,6%,-4%,3%,2%,-2%,-9%
CN(C)c1ccc(C(=O)NCc2ccc3c(c2)CCO3)cc1,-2%,5%,15%,-13%,7%,3%,52%,2%,?,2%
CN1CCN(C(=O)C2=C[C@@H](c3ccccc3)C[C@@H](OCCCCO)O2)CC1,-8%,3%,1%,-14%,-12%,-1%,18%,10%,0%,4%
COc1cc2c(cc1OC)CC(=O)N(C)CC2,-1%,?,0%,-13%,-40%,-16%,-1%,-7%,1%,-5%[11.5 µM]
Cc1ccc(CCNC(=O)C2CCCN(C(=O)N(C)C)C2)cc1 (stereo not given),1%,1%,20%,4%,9%,-1%,6%,/,1%,1%
CCN(CC)CCn1c2c(c(SCC(=O)Nc3ccccc3Cl)nc1=O)CCCC2,-4%,3%,0%,/,/,-5%,-17%,1%,0%,/
Cc1ccc(OCCSc2nc3ncnc(N)c3[nH]2)cc1,-2%,11%,0%,3%,43%,-6%,-3%,-7%,-12%,-1%
CCCCN(C(=O)c1cccs1)C1CCS(=O)(=O)C1 (stereo not given),1%,2%,-1%,/,/,-9%,0%,-4%,4%,/
Cc1cc(NS(=O)(=O)c2ccc(NC(=O)c3ccoc3C)cc2)nc(C)n1,-5%,-1%,3%,-4%,17%,-13%,-5%,0%,1%,-4%
CCN1CCN(c2ccc(S(=O)(=O)N3CCCCC3)cc2NC(=O)c2cccc(C)c2[N+](=O)[O-])CC1,9%,7%,-2%,/,/,2%,-2%,-7%,0%,/
Cc1ccc(NC(=O)N2CCC(NC(=O)c3ccco3)CC2)cc1,3%,1%,0%,6%,-13%,-4%,-2%,4%,-2%,14%
CC1CCCCC1NCc1cccc([N+](=O)[O-])c1 (stereo not given),11%,10%,17%,6%,-17%,17%,75%,16%,-18%,?
Cc1cccc(Oc2ccc(NC(=O)C3=CC=CN4CCS(=O)(=O)N=C34)cc2)c1,-4%,-3%,-2%,/,/,-5%,-16%,8%,?,/
COc1ccc(NS(=O)(=O)c2cc3c(cc2C)NC(=O)CO3)c(OC)c1,-1%,-1%,4%,7%,23%,/,-19%,-7%,3%&6%,-6%
CN(C)S(=O)(=O)c1cccc(C(=O)Nc2ccccc2)c1,20%,0%,18%,-19%,-2%,?,81%,2%,?,-16%
CN(C)C(=O)c1ccc(NC(=O)COc2ccc([N+](=O)[O-])cc2)cc1,-6%,-3%,1%,-5%,0%,-1%,20%,0%,-1%,?
CC(=O)c1ccc(Nc2nc3ccc(C)cc3n3cnnc23)cc1,-3%,0%,-4%,5%,-18%,-1%,-9%,0%,0%,10%
C=CCNc1nc(Cl)nc(Nc2ccc([N+](=O)[O-])cc2)n1,-20%,0%,11%,3%,28%,3%,-13%,-2%,-1%,/
Cc1onc(-c2c(F)cccc2Cl)c1C(=O)NC(=S)NC1CCSC1=O (stereo not given),1%,3%,-4%,7.1µM*,7.1µM*,0%,19%,4%,1%,-13%
COc1ccc(/C=C/C(=O)N2CCCc3ccccc32)c(OC)c1,8%,-8%,4%,-16%,1%,4%,2%,3%,-17%,4%
COC(=O)c1ccc(C(=O)OC)c(NC(=O)CN2CCC(C)CC2)c1,-1%,-1%,11%,2%,9%,11%,-23%,-15%,3%,1%
COc1cccc(CNC(=O)C2CCN(C(=O)N3CC(C)Oc4ccccc43)CC2)c1 (stereo not given),0%,-5%,-3%,5%,13%,/,-4%,-6%,1%,-1%
COC(=O)CCSc1cc([N+](=O)[O-])cc2c1c(C1OCCO1)nn2-c1ccccc1,-3%,1%,-8%,-3%,2%,3%,5%,-1%,-11%,?
Cc1cc(Nc2ccc(F)cc2Cl)n2ncnc2n1,-2%,?,1%,?,?,0%,8%,0%,0%,-7%
CN(C)S(=O)(=O)c1ccc(N2CCCC2)c(C(=O)NCC2CCCCC2)c1,-5%,0%,-1%,-8%,19%,1%,-21%,-24%,0%,-5%
S=C(Nc1ccc2c(c1)OCO2)N1CCCC1,11%,?,?,-9%,-19%,18%,56%,1%,-19%,-3%
Nc1ccc(C(=O)OCC(=O)Nc2cccc(S(=O)(=O)NC3=NCCCCC3)c2)cc1[N+](=O)[O-],/,2%,/,/,/,-3%,4%,3%,/,/
CNC(=S)N(CCCn1ccnc1)Cc1c(F)cccc1Cl,0%,-2%,5%,-3%,-17%,4%,-29%,-1%,1%,-4%

# The list continues:
SMILES,NPC1 prom act,ELG1 genotoxic,Rab9 promoter act,Gal4-VP16 FLuc,RORgamma inh,p53 reactivation,BRCA1 expr act,uPA generation,FLuc modulator,MBNL1 CUG block
S=C1N(c2ccccc2)C(c2ccc(Br)cc2)N2CCCN12 (stereo not given),2%,-7%,-4%,-5%,-32%,-4%,-22%,4%,0%,-5%
COc1cccc(NC(=O)NC2CCN(Cc3nnnn3Cc3ccc(F)cc3)CC2)c1,-2%,0%,4%,-8%,31%,-17%,-2%,6%,-1%,-12%
CCOc1ccc(S(=O)(=O)NCCCn2ccnc2)cc1NC(C)=O,0%,-1%,-1%,-5%,11%,/,-6%,2%,10%,-1%
COC(=O)[C@@]1(Cc2ccc(F)cc2)[C@H]2c3cc(C(=O)N4CCCC4)n(CCc4c[nH]c5ccc(OC)cc45)c3C[C@H]2CN1C(=O)c1ccccc1,-4%,-3%,-3%,-1%&7%,26%&21%,-3%,/,/,2%,1%
